Pol iota inh: qHTS for Inhibitors of Polymerase Iota; Pol iota fluorescent replication assay, 10 min; Potency, µM (titrated, usually from 115 µM), inactives show at the highest dose activity, negative = inhibition, hits mostly inhibitors; hit rate 1% among 390,000; also: potency is read from the fitted curve at half-maximal effect
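Fluorescent replication assay read twice, at 0 min and 10 min after adding 50 nM (final) substrate. Enzyme (10 nM) and compounds were first incubated 15 min at room temperature; enzyme-free buffer wells were negative controls.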
LDHA block: qHTS assay for inhibitors of human lactate dehydrogenase; L-lactate dehydrogenase A chain (Homo sapiens), P00338; purified LDHA, NADH/diaphorase-resazurin fluorescence; active compounds read low; activity change, % (values are at about 110 or 230 µM); hit rate 0.15% among 480,000; AID 1347041, 2019; in the data active = activity change below about -30%; inconclusive = mostly about -25% to -30%;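 also: plate controls were DMSO wells for no effect and wells without enzyme for full effect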
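Human LDH5 (2 nM) was incubated with 0.06 mM NADH and 0.2 mM pyruvate for 5 min at room temperature in Tris pH 7.4. Remaining NADH was coupled through diaphorase/resazurin, and resorufin fluorescence was read at 0 and 20 min.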
POLB inh: qHTS Assay for Inhibitors of DNA Polymerase Beta. P06746. Pol beta primer extension/strand displacement, fluorescence kinetic. Potency, µM (top dose mostly 114 µM), inactives show at the top dose activity change, negative = inhibition, hits mostly inhibitors. hit rate 1.3% among 340,000. AID 485314, 2010; also: potency is read from the fitted curve at half-maximal effect; % is scaled to controls: 0 for no effect and ±100 for the full control effect
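Preincubation: enzyme (10 nM) with compound, 15 min, RT. Reaction: substrate added to 50 nM final. Reads: 0 and 10 min. Analysis: normalized, Hill fit.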
Anesthetic bind: qHTS Assay for Identification of Novel General Anesthetics; Potency, µM (titrated, usually from 77.5 µM), inactives show at the highest dose activity change, negative = displacement, usual class: inhibitors; hit rate 0.074% among 350,000; Ferritin light chain (Equus caballus), P02791; apoferritin/1-aminoanthracene competitive binding, fluorescence; also: potency is read from the fitted curve at half-maximal effect; % is scaled to controls: 0 for no effect and ±100 for the full control effect; nearly all actives have a fitted effect of over 20% in size
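Read-out: endpoint 1-AMA fluorescence, excitation 380 nm and emission 535 nm, after compounds sit 10 min at room temperature with 10 uM horse-spleen apoferritin in 50% saturated 1-AMA/PBS. Values come from four-parameter Hill fits.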
BLM inh: qHTS Assay for Inhibitors of Bloom's syndrome helicase (BLM). RecQ-like DNA helicase BLM (Homo sapiens), P54132. recombinant BLM DNA unwinding, fluorescence dequenching. Potency, µM (titrated, usually from 56.1 µM), for inactives: top-dose activity change, negative = inhibition, usual class: inhibitors. hit rate 0.2% among 350,000;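 also: potency is read from the fitted curve at half-maximal effect; plate controls were vehicle for no effect and no enzyme for full effect; nearly all actives have a fitted effect of over 35% in size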
POLH inh: qHTS for Inhibitors of Polymerase Eta; hit rate 1.2% among 390,000; recombinant Pol eta, fluorescent DNA replication assay; AID 588591, 2011; DNA polymerase eta (Homo sapiens), Q9Y253; Potency, µM (top dose mostly 114 µM), for the others: at the highest dose activity change, negative = inhibition, actives largely listed as inhibitors; also: potency is read from the fitted curve at half-maximal effect; % is scaled to controls: 0 for no effect and ±100 for the full control effect
Target sequence (Q9Y253 whole entry, looked up): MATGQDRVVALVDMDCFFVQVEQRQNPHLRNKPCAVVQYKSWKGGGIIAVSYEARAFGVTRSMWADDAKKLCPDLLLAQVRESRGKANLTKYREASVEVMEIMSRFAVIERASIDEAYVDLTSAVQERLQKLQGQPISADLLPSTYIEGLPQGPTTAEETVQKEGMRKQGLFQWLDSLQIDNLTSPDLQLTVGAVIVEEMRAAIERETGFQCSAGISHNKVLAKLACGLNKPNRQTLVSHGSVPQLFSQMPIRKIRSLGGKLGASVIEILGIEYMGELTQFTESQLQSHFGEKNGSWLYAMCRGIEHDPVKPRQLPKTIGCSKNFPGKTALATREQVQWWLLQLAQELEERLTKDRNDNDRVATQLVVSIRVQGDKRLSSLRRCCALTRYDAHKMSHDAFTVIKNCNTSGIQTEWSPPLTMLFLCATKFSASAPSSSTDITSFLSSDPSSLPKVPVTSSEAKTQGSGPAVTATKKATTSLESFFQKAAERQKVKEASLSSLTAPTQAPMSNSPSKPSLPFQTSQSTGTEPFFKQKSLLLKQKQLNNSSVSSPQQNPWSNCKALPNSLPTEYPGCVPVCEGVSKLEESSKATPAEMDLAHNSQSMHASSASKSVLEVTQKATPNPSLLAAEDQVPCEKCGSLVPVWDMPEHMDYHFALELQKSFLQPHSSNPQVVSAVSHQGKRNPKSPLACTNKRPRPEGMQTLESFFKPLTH
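Fluorescent replication assay: 50 nM final substrate added after a 15 min room-temperature compound preincubation with 10 nM enzyme. Signal taken at 0 min and again at 10 min.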
GRP78 ERSR act: qHTS for Inducers of the Endoplasmic Reticulum Stress Response (ERSR) in Human Glioma: qHTS; U87-MG GRP78 promoter luciferase reporter, 16 h; Potency, µM, for inactives: at the highest dose activation, hits mostly activators; hit rate 0.02% among 420,000; AID 602332, 2012; also: potency is read from the fitted curve at half-maximal effect; series mostly up to about 76 µM; % of control where 0% means no effect; nearly all actives have a fitted effect of over 35% in size
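Stably transfected U87-MG glioma cells carrying a GRP78-based luciferase sensor; 16 h compound incubation. Luminescence end-point read 10 min after Bright-Glo addition at room temperature.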
Pol kappa inh: qHTS for Inhibitors of Polymerase Kappa. purified Pol kappa, fluorescent DNA synthesis assay, 10 min. Potency, µM (doses to about 107 µM), for the others: top-dose activity, negative = inhibition, usual class: inhibitors. hit rate 0.53% among 400,000. AID 588579, 2011; also: potency is read from the fitted curve at half-maximal effect; % is scaled to controls: 0 for no effect and ±100 for the full control effect
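Fluorescent qHTS in 1536-well format: enzyme (10 nM) and compound sat 15 min at room temperature before 50 nM substrate (final) was added. Signal taken at 0 and 10 min; no-enzyme buffer wells were negative controls.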
APE1 inh: qHTS Assay for Inhibitors of the Human Apurinic/apyrimidinic Endonuclease 1 (APE1). hit rate 0.35% among 350,000. Potency, µM (titrated, usually from 65.8 µM), inactives show top-dose activity change, negative = inhibition, actives largely listed as inhibitors. recombinant APE1, TAMRA/BHQ-2 abasic DNA cleavage fluorescence. DNA repair nuclease/redox regulator APEX1 (Homo sapiens), P27695;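 also: potency is read from the fitted curve at half-maximal effect; plate controls were vehicle for no effect and reference inhibitor for full effect; nearly all actives have a fitted effect of over 55% in size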
Target sequence (P27695 whole entry, looked up): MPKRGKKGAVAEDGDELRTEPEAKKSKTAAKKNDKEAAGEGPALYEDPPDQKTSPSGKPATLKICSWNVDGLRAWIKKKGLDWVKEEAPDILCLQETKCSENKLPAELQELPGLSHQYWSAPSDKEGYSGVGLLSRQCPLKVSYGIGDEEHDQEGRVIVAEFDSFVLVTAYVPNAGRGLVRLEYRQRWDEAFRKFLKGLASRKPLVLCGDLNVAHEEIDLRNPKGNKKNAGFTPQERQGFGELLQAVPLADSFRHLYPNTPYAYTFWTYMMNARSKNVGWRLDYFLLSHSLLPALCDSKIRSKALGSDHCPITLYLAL
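Kinetic fluorescence read (525 ex/598 em nm, three reads 60 s apart) of AP-site incision; signal = third minus first read. Enzyme 0.75 nM, dual-labelled THF duplex 50 nM, compound preincubation 15 min RT.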
Starred values were filed as active, the others as inactive; ? = inconclusive; · = not tested or not shown; & = joins results of further samples; [ ] = remark or other dose. Unless noted, calls follow the shape of the dose curve; as a rule, active = well fitted curve in the direction sought with a large enough effect; inconclusive = small, poorly fitted or top-dose-only effect, or another doubt; inactive = no such curve, though single readings can be large; an effect the other way counts as inactive or inconclusive.

SMILES | POLB inh | Pol iota inh | Pol kappa inh | Anesthetic bind | GRP78 ERSR act | BLM inh | LDHA block | APE1 inh | POLH inh
Nc1c(N(CCO)C(=O)C2CCCCC2)c(=O)[nH]c(=O)n1Cc1ccccc1 | 10.5% | 17.8% | -4.3% | -10.4% | -3.3% | -8.6% | -1.9 | -2.1% | -8.4%
Cc1cc2c(c(=O)o1)C(CC(C)C)C(C#N)=C(N)O2 (stereo not given) | -5.7% | 6.8% | -11.0% | -8.8% | -2.9% | 0.7% | -3.7 | ? | -23.2%
CC(CCc1ccccc1)NCC#N (stereo not given) | 29.9% | 6.4% | -8.9% | -13.1% | 0.1% | -0.5% | -10.6 | 3.2% | 34.8%[activator]
CCC1(C)Cc2c(sc3[nH]c(=O)[nH]c(=O)c23)CS1 (stereo not given) | -1.1% | ? | -12.3% | 115.1%[activator] | -2.9% | 0.8% | 0.2 | 0.9% | ?
COc1cc(/C=N/OCC(=O)NC2CCCCC2C)ccc1OCc1ccc(Cl)cc1 (stereo not given) | 2.9% | 7.9% | -0.3% | -2.1% | 0.0% | -1.0% | -2.9 | 1.6% | -17.8%
CCOC(=O)C1CCN(c2c(N3CCCC(C(=O)OCC)C3)c(=O)c2=O)CC1 (stereo not given) | -3.6% | -5.2% | -2.2% | -7.6% | -3.7% | -0.7% | -11.4 | -4.2% | -4.2%
Cc1ccc(CN2CCc3nc(N4CCN(C)CC4)ncc3C2)s1 | 16.5% | 16.4% | -0.3%[60.1 µM] | -16.9% | 3.1% | 11.1% | 8.2 | · | -11.8%
O=C1c2ccccc2C(=O)N1Cc1nc2ccccc2c(=O)n1CCCN1CCOCC1 | 35.1% | -0.8% | 7.9% | -14.1% | -0.8% | 1.1% | -0.4 | 3.4% | 6.2%
COc1cc(Nc2ncc3c(n2)CCN(Cc2ccc(OC(C)C)c(OC)c2)C3)cc(OC)c1 | 11.2% | -5.5% | -6.0%[60.1 µM] | -10.9% | · | -7.3% | 3.4 | · | ·
CS(=O)(=O)N(CC(=O)Nc1ccc2c(c1)OCCO2)Cc1ccccc1 | -19.0% | 2.5%[58.9 µM] | -6.8% | 1.6% | -1.5% | -8.5% | -2.9 | -2.1% | -2.2%
c1ccc(N2CCN(c3nc(-c4ccccn4)nc4ccccc34)CC2)cc1 | -13.3% | -11.5% | -6.2% | ? | -4.4% | -1.4% | 0.8 | -3.4% | -10.7%
CNC(CC(C)C)C(=O)NC1C(=O)NC(CC(N)=O)C(=O)NC2C(=O)NC3C(=O)NC(C(=O)NC(C(=O)O)c4cc(O)cc(O)c4-c4cc3ccc4O)C(O)c3ccc(c(Cl)c3)Oc3cc2cc(c3OC2OC(CO)C(O)C(O)C2OC2CC(C)(N)C(O)C(C)O2)Oc2ccc(cc2Cl)C1O (stereo not given) | · | -6.3% | -0.8% | · | -1.0% | · | -4.0 | · | -2.5%
CC[C@H](C)[C@H](NC(=O)OCc1ccccc1)C(=O)OCC(=O)N1CCN(c2ccc(OC)cc2)CC1 | · | 1.7% | -1.5% | · | -1.9% | · | 3.2 | · | -15.7%
Cc1cc(C)c(S(C)(=O)=O)c(N(C)NC(=O)c2c(F)cccc2F)n1 | 48.2% | -17.0% | 4.3% | 1.4% | -2.2% | -1.8% | -3.6 | 16.1% | -14.5%
O=c1c2oc3ccccc3c2n(Cc2ccc(Cl)cc2)c(=O)n1Cc1ccccc1 | 9.7% | 21.7% | 1.2% | -6.9% | -0.8% | 1.1% | 0.6 | · | -12.3%
O=C(COC(=O)CNC(=O)c1ccc(Cl)c([N+](=O)[O-])c1)NNC(=O)c1cccs1 | · | -14.2% | -3.3% | · | -3.6% | · | -0.1 | 20.3% | -7.3%
CC1(C)CC2CC(C)(CN2C(=O)c2ccc([N+](=O)[O-])cc2[N+](=O)[O-])C1 (stereo not given) | -3.1% | 20.9% | -11.3% | ? | -2.2% | -3.4% | -1.5 | 4.9% | -16.9%
O=C(CNC(=O)c1ccco1)Nc1ccc(Br)cc1 | 0.4% | -3.4% | 20.8% | -17.7% | -1.7% | -1.8% | 0.6 | 51.4%[activator] | -7.3%
Cc1cc(CNC(=O)CC2C(=O)NCCN2Cc2ccccc2C(F)(F)F)nn1C (stereo not given) | 11.8% | -12.5% | -3.3% | -7.1% | -2.8% | -2.3% | -0.5 | 1.0% | 1.8%
CCOC(=O)C1CCN(Cc2cnc(Oc3ccc(OC)cc3)s2)CC1 | 3.7% | 17.5% | -4.2% | -17.1% | 0.2% | 1.4% | -8.1 | -1.2% | 6.4%
O=C(COC(=O)c1nc(Cl)ccc1Cl)NCc1cccs1 | · | 29.3% | -10.7% | · | -0.2% | · | -3.0 | 19.6% | 8.2%
COc1ccc(C2N=C(Nc3nc4ccccc4o3)NC3=C2C(=O)CC(C)(C)C3)cc1 (stereo not given) | · | 9.5% | -15.4% | · | -1.1% | · | -1.5 | · | ·
CCCCn1c(N)c(N(CCOC)C(=O)COC(=O)COc2ccc(CC)cc2)c(=O)[nH]c1=O | · | 38.5%[activator] | -14.4% | · | 2.1% | · | -9.9 | 22.8% | -20.5%
c1ccc2cc(-c3cc4ccccn4c3)ccc2c1 | ? | ? | -22.4% | -0.6% | ? | -6.4% | 6.3 | 9.8% | 8.3%
CCCNC(=O)Nc1cc(S(=O)(=O)CC)ccc1O | -16.6% | ? | -17.9% | -12.8% | 2.7% | -0.6% | -0.7 | -5.4% | 33.4%[activator]
CCC(C)(C)NC(=O)CN(Cc1cccs1)C(=O)CNS(=O)(=O)c1ccc(C)cc1 | -2.4% | 26.9% | -5.0% | -9.1% | -6.1% | -7.9% | -8.5 | 0.3% | ?
Cc1oc(-c2cccs2)nc1CN1CCN(C(C)C)C(CCO)C1 (stereo not given) | 32.3% | 14.6% | 2.5% | -5.8% | 0.0% | -0.2% | -2.8 | 26.0% | -19.4%
CCOc1ccc(S(=O)(=O)NCc2ccc3c(c2)CCN3C(=O)c2ccc(C)cc2)cc1 | 3.0% | 11.7% | -5.5%[60.1 µM] | -8.8% | -1.7% | -6.2% | -6.9 | · | -16.7%
c1ccc(C[C@H]2CNCCN2CCCCC2CCCCC2)cc1 | · | -22.7% | 12.8% | · | -10.9% | · | 4.2 | -1.3% | -14.4%
O=C(Cn1cccc1)N1CCc2ccccc21 | 10.6% | -1.6% | -12.5% | ? | -3.7% | -2.7% | -14.8 | -4.5% | -14.0%
CCCCSc1nc(N)nc2c1ncn2C1OC(CO)C(O)C1O (stereo not given) | · | 20.8% | -1.0% | · | 1.0% | · | -3.9 | · | -19.3%
COc1ccccc1-c1cc(C(F)(F)F)nc(S(C)(=O)=O)n1 | -8.0% | ? | -5.8% | -2.8% | -15.3% | -10.6% | -3.2 | -4.1% | -22.0%
CCCCC(=O)NC(=S)Nc1c(C)cc(Br)cc1C | -1.0% | -10.9% | -11.3% | -17.1% | 0.4% | -7.3% | 0.6 | 3.0% | -3.9%
Cc1ccc(C)c(N(C(=O)Cn2nnc3ccccc32)C(C(=O)NC(C)(C)C)c2ccsc2)c1 (stereo not given) | -17.0% | 16.5% | -1.7% | -1.9% | -3.8% | 5.5% | -6.9 | -1.5% | -14.3%
CC(C)CN(CC(C)C)C(=O)COc1ccccc1C(N)=O | -6.6% | 22.9% | -6.9% | -7.8% | -1.8% | -7.8% | -8.8 | ? | 0.5%
CC1(C)CC(=O)CC(=O)/C1=N\Nc1c(Cl)cc(Cl)cc1Cl | -11.2% | -12.3% | 0.9% | -6.2% | 2.5% | 0.9% | -2.0 | -0.3% | -17.2%
Cc1cc(C)c(NC(=O)Cn2c(=O)c3cccn3c3ccccc32)c(C)c1 | -1.4%&2.0% | -5.6%&-13.1% | 2.6%&-6.0% | -4.4%&-11.2% | -1.9%&-1.9% | -7.6%&-10.3% | -4.0&4.2 | 19.8% | ?
COc1ccccc1OCCSc1nnc(CNC(=O)c2ccco2)n1C | 39.9% | -15.1% | -5.5% | 25.7% | 9.2% | 2.2% | -7.2 | -7.3% | -1.7%
COc1cccc(-c2nc(SCC(=O)NCC3CCCO3)c(-c3ccc(Cl)cc3)[nH]2)c1 (stereo not given) | -2.5% | -4.1% | -4.2% | -11.3% | -3.8% | -5.5% | -18.6 | · | -7.8%
COc1ccc(Cl)cc1NC(=O)CCN1CCOCC1 | 54.8% | 13.0% | 3.2% | -8.7% | -2.8% | -0.3% | -10.9 | 14.8% | 11.6%
CCC(C)NC(=O)CSc1nc2cc3c(cc2c(=O)n1CCCCCC(=O)NCc1ccc(OC)cc1)OCO3 (stereo not given) | -14.3% | 11.3% | 2.9%[60.1 µM] | 1.9% | 0.7% | -2.6% | 4.9 | · | -11.6%
Cc1ncoc1C(=O)Nc1ccccc1C(N)=O | -1.1% | -3.5%[58.9 µM] | -7.4% | -0.1% | -0.6% | -0.1% | -2.8 | -1.2% | -13.8%
O=[N+]([O-])c1ccc(NN=Cc2cccc([N+](=O)[O-])c2)cc1 | · | 28.7% | -3.1% | · | 8.6% | · | -9.3 | · | -14.9%
Cc1c(OCC(=O)Nc2cccnc2)ccc2c3c(c(=O)oc12)CCC3 | -0.1% | -2.6% | -5.3% | -5.7% | 2.4% | 1.0% | -10.9 | -7.8% | -14.5%

Limited to APE1 inh, for two of the compounds above:
SMILES	APE1 inh
Cc1cc2c(c(=O)o1)C(CC(C)C)C(C#N)=C(N)O2 (stereo not given)	?
O=C(CNC(=O)c1ccco1)Nc1ccc(Br)cc1	51.4%[activator]

Not all compounds are listed; count on the stated rates, not on these rows.
